Xi reactivation = activators of inactive X chromosome reactivation, primary screen, imaging, XiGFP fibroblasts, GFP high-content imaging, set 2; XiGFP mouse fibroblasts, % GFP-positive cells imaging, 3 d; cells co-treated with 5-aza-dC sensitizer; scaled so ellipticine positive control = 100%; activation, % at 7.58 µM; 0.055% of 360,000 active;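 active = mean normalized replicate activation at least 10% and every replicate at or above 10%; inconclusive = only one of the two criteria met; inactive = mean below 10% and not all replicates reach 10%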;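 also: 0% = median of on-plate neutral control wells and 100% = ellipticine 6 µM median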
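assay system = SV40-immortalized XiGFP fibroblast cells, line 68-5-11 | buffer or medium = DMEM plus 5-aza-dC sensitizer | doses = single-point pinned compound dosing | times = 3-day compound exposure, then 15 min fixation at room temperature | benchmarks = positive control ellipticine, 6 µM final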
INS-1E GSIS act = GLuc luminescence reporter in INS-1E cells, primary screen for activators of glucose-dependent secretion of insulin; 0.61% of 370,000 active; INS-1E GLuc reporter insulin secretion, 2-3 h; activation, % at 16.6 µM;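 active = lowest replicate activation of at least 40%, so every replicate reaches that level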;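 also: 0% = median of neutral control wells and 100% = median of IBMX positive control wells; some compounds called inactive have numbers as strong as hits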
CFTR F508del cor = F508del CFTR correction, initial screen, CFBE line, single point; 0.36% of 350,000 active; AID 720511, 2013; activity (quench increase), % at 7.58 µM; CFBE cells, YFP halide quenching; stimulated with forskolin plus potentiator P3; % fluorescence drop versus neutral controls;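 active = mean added fluorescence quench of at least 8% versus neutral control, with both replicates also reaching 8%; inconclusive = only one of the mean or replicate conditions met; inactive = mean below 8% and not both replicates reaching 8%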;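 also: cells transiently co-express mutant CFTR-F508del with the halide-sensitive YFP; corrector assay measuring rescue of mutant channel to the surface after 24 h compound exposure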
ERp5 block = inhibitors of ERp5-driven insulin aggregation, primary screen, biochemical, turbidity, absorbance 650 nm, single point; Protein disulfide-isomerase A6 (Homo sapiens), Q15084; inhibition, % at 9.99 µM; 0.05% of 350,000 active; 90 min;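 active = mean replicate inhibition above about 25%, with every replicate also reaching it, limit read from the data, passing the limit was not always enough; inconclusive = only one of those two criteria met; inactive = neither criterion met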
Target sequence (Q15084 whole entry, looked up): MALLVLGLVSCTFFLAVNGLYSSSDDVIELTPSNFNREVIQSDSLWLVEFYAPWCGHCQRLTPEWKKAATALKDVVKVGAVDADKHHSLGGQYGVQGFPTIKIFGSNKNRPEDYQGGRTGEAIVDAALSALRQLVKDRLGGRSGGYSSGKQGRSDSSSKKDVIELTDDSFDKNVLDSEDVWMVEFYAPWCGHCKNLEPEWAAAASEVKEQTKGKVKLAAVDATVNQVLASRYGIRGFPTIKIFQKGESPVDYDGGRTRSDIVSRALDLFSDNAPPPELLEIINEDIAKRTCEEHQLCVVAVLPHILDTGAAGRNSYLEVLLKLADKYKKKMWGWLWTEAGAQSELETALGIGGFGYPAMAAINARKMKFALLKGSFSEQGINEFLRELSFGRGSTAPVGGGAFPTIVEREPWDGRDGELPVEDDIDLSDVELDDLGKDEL
ARNT TACC3 PPI = disruptors of ARNT/TACC3 protein interaction, primary screen, biochemical, AlphaScreen, single concentration | inhibition, % at 9.99 µM | AlphaScreen His-ARNT PAS-B/GST-TACC3 binding, luminescence; TACC3 fragment carries E629A point mutation | Transforming acidic coiled-coil-containing protein 3 (Homo sapiens), Q9Y6A5 | 0.66% of 390,000 active;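 active = mean inhibition of replicates at least 50% and at least half of replicates each reaching 50%; inconclusive = half or more replicates reach 50% but mean below 50%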;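 also: 0% = complete ARNT plus TACC3 wells and 100% = ARNT alone without TACC3; many hits fall short of the cut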
EWS-Fli inh = EWS/Fli-driven NR0B1 reporter inhibitors, primary screen, A673 cells, NR0B1 luciferase, luminescence, MLPCN library | 0.67% of 350,000 active | inhibition, % at 12.6 µM | viability-normalised;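 active = mean inhibition of at least 50% after viability correction, with every replicate also passing that limit; inconclusive = mean reaches 50% but only one of two replicates passes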;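 also: firefly luciferase signal divided by Alamar Blue viability fluorescence both relative to DMSO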
DENV2 CPE rescue = inhibitors of DENV2 cytopathic effect, primary screen, cell-based, plate reader, single concentration; 1.7% of 350,000 active; CPE inhibition, % at 9.99 µM; DENV2-infected cells, cytopathic effect rescue; AID 651640, 2012; in the data active = CPE inhibition above about 20%, passing the limit was not always enough; inconclusive = no clear call, values can overlap the other calls; tested in BHK-21 cells;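 also: 0% = median of neutral control wells and 100% = median of positive control wells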
PAX8 reporter = inhibitors of PAX8-driven TPO luciferase reporter, primary screen, RMG-I cells, single concentration | SteadyGlo, 24 h | inhibition, % at 12.6 µM | 1.2% of 360,000 active;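 active = mean replicate inhibition at least 60% with every replicate also reaching 60%; inconclusive = only one of the two criteria is met; inactive = mean below 60% and not all replicates reaching 60%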;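 also: luciferase light reporting Pax8 driven TPO promoter activity; plate controls were median of neutral control wells for no effect and mitoxantrone controls for full effect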
Numbers without * were called inactive; ? = inconclusive; / = no result given; & = joins results of further samples.

SMILES | Xi reactivation | INS-1E GSIS act | CFTR F508del cor | ERp5 block | ARNT TACC3 PPI | EWS-Fli inh | DENV2 CPE rescue | PAX8 reporter
C[C@H](CO)N1C[C@H](C)[C@@H](CN(C)Cc2ccc(Cl)c(Cl)c2)Oc2ccc(NS(=O)(=O)c3cn(C)cn3)cc2C1=O | 0.1 | 4.1 | 0.6 | 0.7 | -10.8 | -4.2 | ? | -16.0
Cc1ccc(NC(=O)C2CC(=O)n3c(nc4ccccc43)N2)cc1 (stereo not drawn) | / | 2.2 | -0.3 | -4.3 | 1.6 | -2.1 | / | /
Brc1ccc2c(c1)OCCOCCOCCOCCOCCOCCO2 | 0.0 | 13.7 | 0.4 | -4.8 | 7.7 | 15.3 | -2.0 | -17.4
CN(C)C(=O)[C@@]1(Cc2ccccc2N=[N+]=[N-])N=C(c2ccc(OCCCO)cc2)O[C@H]1c1ccccc1 | / | / | 0.4 | -4.9 | 2.7 | 9.4 | 5.6 | 7.8
O=C(/C=C/c1c[nH]c2ccccc12)c1cccc2ccccc12 | -0.1 | -28.6 | / | / | -11.8 | / | / | -11.6
CN(CCC#N)C(=S)Nc1ccc(S(=O)(=O)N2CCOCC2)cc1 | 0.1 | -10.0 | -1.3 | 4.7 | -3.1 | 5.1 | -9.2 | 13.1
O=C(C[C@H]1CC[C@@H]2[C@H](COC[C@@H](O)CN2CCc2ccccc2)O1)NCCCN1CCOCC1 | 0.3 | 0.7 | -0.2 | 0.9 | 1.2 | -0.1 | -2.8 | -0.3
CCC/C(=N/NC(=O)c1ccccc1Cl)c1ccccc1 | 0.0 | 3.4 | 0.4 | -3.2 | -5.7 | -3.7 | 4.6 | 2.9
O=C(N[C@H]1CC[C@@H](CCn2cc(-c3cccnc3)nn2)O[C@@H]1CO)c1ccccc1F | -0.4 | 6.3 | -4.8 | 3.5 | -0.8 | 6.3 | 16.8 | -11.7
O=C1N[C@@H](Cc2c[nH]c3ccccc23)C(=O)N[C@H]1Cc1ccccc1 | 0.1 | -1.8 | -2.4 | 7.8 | 2.3 | -19.3 | 13.1 | -13.5
COc1ccc(C(=O)NCc2c(C)oc(C)c2C(=O)O)cc1 | 0.0 | 4.9 | 0.2 | -1.0 | -2.1 | 6.1 | 9.8 | 20.5
CCOc1ccc(C(C(=O)NC2CCCC2)N(CCOC)C(=O)CNC(=O)c2ccco2)cc1 (stereo not drawn) | 0.1 | -3.0 | -0.1 | 0.5 | -15.5 | -3.1 | -1.2 | -8.2
Cc1cc(=O)n(C)c(=O)n1CCCNc1ccccc1 | / | -10.1 | -1.5 | -6.9 | -6.6 | -3.0 | / | /
C[C@@H]1CN([C@H](C)CO)C(=O)c2cc(NS(=O)(=O)c3cn(C)cn3)ccc2O[C@@H]1CN(C)Cc1ccc(C(=O)O)cc1 | -0.1 | 1.2 | 1.8 | -5.0 | -7.6 | -1.3 | -6.4 | /
O=C(Nc1ccccc1Cl)c1ccc2nccnc2c1 | 0.0 | 8.5 | -3.1 | 0.8 | -4.6 | -109.6 | -3.0 | -176.2
CCN1CCN(c2ccc(S(=O)(=O)N3CCCCC3)cc2NC(=O)c2cccc(OC(F)F)c2)CC1 | 0.0 | -7.8 | 0.5 | -0.8 | 6.1 | 22.1 | 0.6 | -1.2
COc1cccc(-c2ccc3c(c2)[C@@H]2[C@@H](CCN2S(=O)(=O)c2ccccc2F)[C@@H](CO)N3)c1 | 0.1 | -4.2 | 0.6 | 1.3 | 14.0 | -6.0 | 8.2 | 15.5
CN1C(=O)c2cccc(NC(=O)CCc3ccccc3)c2C1=O | -0.2 | -2.3 | 2.9 | -3.3 | 1.6 | 0.1 | -2.0 | 6.7
COC(=O)C[C@H]1C[C@@H]2c3cc(NC(=O)Nc4ccc(C(F)(F)F)cc4)ccc3O[C@@H]2[C@@H](CO)O1 | 0.0 | -31.1 | -7.3 | -1.3 | 9.3 | 12.1 | 8.5 | 23.8
Cc1sc2ncnc(SCC(=O)Nc3ncccc3O)c2c1C | 0.6 | 6.4 | -0.5 | -0.1 | 21.7 | 8.9 | -0.7 | 2.2
COc1ccc2c3c([nH]c2c1)[C@@H](CO)N(Cc1ccc(F)cc1)CC31CN(Cc2ccccn2)C1 | 0.3 | 1.2 | 2.4 | 11.0 | / | -6.4 | 5.2 | /
COc1cc(C2C(C#N)=C(N)OC3=C2C(=O)CC(C)(C)C3)ccc1OCCN1CCOCC1 (stereo not drawn) | 0.3 | 0.5 | / | -3.0 | -2.8 | -10.9 | -3.4 | -18.8
Cc1ccc(NC(=O)C2(C)CCN2Cc2ccc(OC(C)C)cc2)cc1 (stereo not drawn) | 0.1 | / | -2.2 | 2.0 | / | -1.5 | 8.0 | 20.8
CN(C)c1ccc(C2(O)C(=O)c3ccccc3C2=O)cc1 | 0.0 | 15.6 | -1.2 | -2.6 | / | 5.9 | 2.0 | 16.9
C[C@@H](NC(=O)C[C@H]1C[C@H]2c3cc(NC(=O)c4cccnc4)ccc3O[C@H]2[C@@H](CO)O1)c1ccccc1 | 0.1 | 6.4 | 1.7 | 3.3 | 0.0 | -4.3 | 0.3 | 1.0
CC(C)(C)N(Cc1ccccc1)C(=O)COC(=O)C1CCN(c2ccc(C(F)(F)F)cn2)CC1 | 0.0 | -54.3 | 2.0 | 18.3 | -5.6 | 3.1 | 43.9* | 6.6
Cc1cccc(NC(=O)CCc2c(C)nn(-c3ccc(N4CCOCC4)nn3)c2C)c1 | 0.1 | 3.8 | 0.4 | 5.1 | 5.3 | / | 13.7 | -45.3
COc1ccc2c3c(n(C)c2c1)[C@@H](CO)N(Cc1ccccn1)CC31CCN(Cc2ccccn2)CC1 | 0.5 | -5.9 | 2.3 | / | / | -10.8 | -7.2 | /
Cc1ccc(-n2nc3c(SCCN4CCOCC4)nnc(C)c3c2C)cc1 | 0.1 | 4.9 | / | / | 3.0 | / | / | 9.9
COc1ccc(C(C(=O)NC2CCCCC2)N(C(=O)c2csnn2)C2CC2)cc1 (stereo not drawn) | 0.0 | 11.0 | -2.0 | 4.0 | 3.0 | 4.0 | -5.3 | 4.2
COc1ccc(-n2c(N)cc(=O)nc2SCC(=O)N2CCN(c3ccccc3)CC2)cc1 | 0.0 | / | 0.4 | 0.4 | 3.5 | / | 12.9 | -71.7
O=C(COC(=O)/C(=C/c1cccs1)c1cccs1)NCc1ccccc1Cl | 0.1 | -8.7 | / | 0.5 | / | -4.3 | -1.1 | -1.5
O=C(CN1CCOCC1)N1CC(=O)N2[C@H](CO)[C@@H](c3ccc(/C=C/c4ccccc4)cc3)[C@H]2C1 | 0.0 | 5.4 | 0.3 | -4.0 | / | 0.4 | ? | -19.5
COc1cc(/C=C2\SC(N)=NC2=O)cc(OC)c1 | 0.0 | -20.3 | 0.3 | 2.5 | -4.3 | 7.5 | -2.7 | -48.1
COc1ccc(Br)cc1/C=C/C(=O)NC(=S)Nc1ccc(CN2CCOCC2)cc1 | 0.1 | 30.6 | -1.2 | 13.3 | 0.3 | 12.3 | -4.8 | -34.7
C[C@H]1CN([C@@H](C)CO)C(=O)c2cc(NC(=O)C3CCCCC3)ccc2O[C@H]1CN(C)C(=O)Nc1ccc(C(F)(F)F)cc1 | 0.1 | -13.4 | 4.1 | 10.2 | 3.3 | 4.3 | -4.6 | 29.4
CCOC(=O)C1CCN(c2c(Nc3cc(C)cc(C)c3)c(=O)c2=O)CC1 | 0.2 | -1.8 | 5.8 | -5.5 | -1.5 | 3.6 | -1.7 | 33.5
COc1cc(O)c(C(CCN2CCOCC2)c2ccc(N(C)C)cc2)c(OC)c1 (stereo not drawn) | 0.2 | -12.4 | -0.2 | 2.4 | 18.3 | 1.0 | -10.7 | -8.1
CN(C)C(=O)C[C@H]1C=C[C@@H](NC(=O)C2CCOCC2)[C@H](CO)O1 | 0.1 | 13.5 | 1.1 | -0.2 | / | 4.7 | 13.8 | /
CC(/C=N/NC(=O)c1cc(-c2ccc3ccccc3c2)n[nH]1)=C\c1ccco1 | 0.0 | 4.9 | 0.2 | 0.7 | / | -4.1 | -6.4 | -6.2
COc1ccc(CN2CCN(C(=O)c3ccc4nc(N5CCOCC5)sc4c3)CC2)c(OC)c1OC | 0.5 | 9.3 | -0.8 | -2.4 | -1.4 | -10.7 | ? | -9.4
CC(=O)Nc1cccc(-c2cc(NC=O)c3ncc(-c4cccc(C(C)=O)c4)n3c2)c1 | 0.1 | 1.2 | 2.0 | -0.3 | / | 19.2 | 8.5 | 81.4*
COc1cc(F)ccc1-c1csc(C(NC(C)=O)c2cccc(F)c2)n1 (stereo not drawn) | 0.2 | 7.0 | 0.0 | 2.1 | / | -7.7 | 1.0 | -11.5
COc1ccc(N2CCN(c3ccc(C(N)=O)cc3[N+](=O)[O-])CC2)cc1 | 0.0 | 3.3 | 0.7 | 0.4 | 8.7 | 14.3 | / | 9.2
CC12C=CC(=O)C=C1CCC1C3CCC(O)(C(=O)CO)C3(C)CC(O)C12F (stereo not drawn) | 0.0 | / | 3.8 | -0.6 | -5.5 | -13.8 | ? | 10.2
Nc1ccn([C@@H]2O[C@H](C(=O)N[C@H](Cc3ccccc3)C(=O)NCC(F)(F)F)[C@@H](O)[C@H]2O)c(=O)n1 | 0.5 | -1.5 | -1.3 | 9.6 | / | -5.4 | -13.7 | -20.9
COc1ccc(CN(C)Cc2nc(Cc3ccccc3Cl)no2)cc1OC | 33.1* | 35.3 | 2.0 | -1.4 | -0.2 | 10.4 | -3.3 | 19.6
O=C(CSc1nnc(-c2ccc(O)cc2)o1)NNC(=O)c1ccncc1 | 0.2 | -0.1 | -0.3 | -2.5 | -6.5 | -6.5 | 5.0 | 3.7
C[C@@H]1CCCCO[C@@H](CN(C)S(C)(=O)=O)[C@H](C)CN([C@H](C)CO)C(=O)c2cc(NC(=O)CCC(F)(F)F)ccc2O1 | -0.1 | 0.9 | -1.3 | / | / | -5.3 | / | -11.5
CCOc1ccc(NC(=O)[C@H](Cc2ccccc2)NC(=O)C2CCNCC2)cc1 | 0.0 | -0.9 | 0.4 | -22.7 | 1.9 | 0.3 | -5.5 | 14.8
Further results:
SMILES | Xi reactivation | INS-1E GSIS act | CFTR F508del cor | ERp5 block | ARNT TACC3 PPI | EWS-Fli inh | DENV2 CPE rescue | PAX8 reporter
COc1ccc(-c2cnc(C(O)c3ccc(C(C)(C)C)cc3)[nH]2)cc1 (stereo not drawn) | 0.2 | / | -1.3 | 1.6 | / | -12.6 | 2.0 | 0.6
O=C(CCCSc1nc2ccccc2[nH]1)NCc1ccc(Cl)cc1 | 0.0 | -16.2 | 1.2 | -1.7 | / | 3.5 | / | 22.5
C[C@@H]1CN([C@H](C)CO)C(=O)c2cc(NC(=O)Cn3cnnn3)ccc2O[C@@H]1CN(C)Cc1ccc(-c2ccccc2)cc1 | 0.0 | 11.7 | -1.4 | 3.7 | 8.0 | 0.0 | 8.8 | -2.0
COc1ccc(CN(C)C(=O)COC(=O)c2ccc(-c3ccccc3)cc2)c(OC)c1OC | 0.0 | -5.5 | 3.7 | -3.0 | -1.6 | 15.0 | -4.5 | -4.1
CCc1ccc(C(=O)/C=C/Nc2ccc(S(=O)(=O)Nc3cnc4ccccc4n3)cc2)cc1 | 0.0&0.0 | -13.9&-18.1 | -2.9&3.3 | 3.9&-1.7 | -0.8&11.4 | -29.9&-16.7 | -1.5 | -30.1&-13.2
